# NPYLR7 agonist: mosquito NPYLR7 agonism. AID 1259423. activation, % at 10 µM. HEK293T NPYLR7/Galpha15, GCaMP6s calcium fluorescence. 0.15% of 270,000 active; in the data active = activation above about 40%;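 also: 0% = vehicle and 100% = reference agonist at the receptor; some compounds past the cut are filed as inactive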
# hcGAS inh: human cGAS inhibition. recombinant h-cGAS, ATP depletion, Kinase-Glo luminescence. inhibition, % at 12.5 µM. 0.081% of 290,000 active. AID 1259398;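 also: 0% = vehicle reaction and 100% = reaction without DNA for no activity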
# Target sequence (Q8N884 whole entry, looked up): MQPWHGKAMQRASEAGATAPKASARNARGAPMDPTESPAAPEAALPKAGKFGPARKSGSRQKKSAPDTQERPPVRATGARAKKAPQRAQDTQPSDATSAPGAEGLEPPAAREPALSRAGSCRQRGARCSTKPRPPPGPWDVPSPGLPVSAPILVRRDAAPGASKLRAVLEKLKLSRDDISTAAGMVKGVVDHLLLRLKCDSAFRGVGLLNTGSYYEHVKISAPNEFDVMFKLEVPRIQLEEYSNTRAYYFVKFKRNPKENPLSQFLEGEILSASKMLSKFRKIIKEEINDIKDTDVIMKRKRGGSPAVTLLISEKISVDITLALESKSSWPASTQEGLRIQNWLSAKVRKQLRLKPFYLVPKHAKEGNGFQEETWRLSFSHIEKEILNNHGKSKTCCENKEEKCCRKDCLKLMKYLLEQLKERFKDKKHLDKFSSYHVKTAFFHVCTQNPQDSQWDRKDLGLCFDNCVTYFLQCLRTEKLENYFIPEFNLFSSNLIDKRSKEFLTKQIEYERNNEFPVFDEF
# mcGAS inh: inhibitors of mouse cGAS. AID 1259399. inhibition, % at 12.5 µM. 0.15% of 160,000 active. Q8C6L5. recombinant cGAS, Kinase-Glo ATP depletion luminescence;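 also: 0% = negative control wells and 100% = reference inhibitor with no enzyme activity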
# * = called active by the depositor; / = not tested or not shown; & = joins results of further samples. Rule as the data show it, unless noted: active = inhibition above about 40%; inactive = the rest. No enrichment for hits (roughly 0.29% active in at least one column).
SMILES,NPYLR7 agonist,hcGAS inh,mcGAS inh
COc1ccc2cc(-c3[nH]ncc3CNC3CCCCC3)ccc2c1,3&-4,-6&-5,-2
CCCc1nnc2c(C(=O)N[C@H](C)C(C)(C)C)cccn12,-7,-4,-5
Cc1ncc2c(c1CNC(=O)Cc1cccs1)CCN(C(=O)c1cccc(C(F)(F)F)c1)C2,8,-5,-24
CCCSc1nc2c(cnn2CCO)c(=O)[nH]1,1,-4,/
O=C(C1CCC1)N(Cc1cccc(F)c1)CC1CC(c2ccccc2F)=NO1 (stereo unspecified),11,-7,-7
CCn1c(SCc2cccc(I)c2)nnc1-c1c2c(nc3ccccc13)CCC2,0,-2,-5
CCc1cccc2c(C(CC(=O)NCCN(C)C)c3ccc(Cl)c(Cl)c3)c[nH]c12 (stereo unspecified),/,1,1
Cc1cccc(-n2nc(C(C)(C)C)c3c2N(CC(=O)NCC2CCCO2)C(=O)CSC3c2ccc(F)cc2F)c1C (stereo unspecified),12,-4,-2
Cc1nn(-c2ccc(Cl)nn2)c2c1C(c1ccc(C(C)C)cc1)CC(=O)N2 (stereo unspecified),-17,-1,/
O=C(COCc1ccccc1)NCc1cnn2ccccc12,-5,-2,-1
COc1ccccc1-n1cc([C@@H]2C[C@H]3CN(Cc4ccccc4C)C(=O)[C@]34CCCN24)cn1,7,-4,/
CCn1c(C)cc(C(=O)CN2C(=O)C(=O)N(CCC3=CCCCC3)C2=O)c1C,-3,-7,/
CCc1c(C)nc(-c2cccc(F)c2)nc1N1CCN(S(=O)(=O)c2ccc(C)cc2)CC1,-4,-3,-3
CCN(CC(=O)NC(C)c1ccc(C)cc1)Cc1noc(C)n1 (stereo unspecified),20,-7,-9
O=C(C=Cc1nc2ccccc2o1)Nc1cc(S(=O)(=O)N2CCCCC2)ccc1N1CCOCC1,5,-8,/
Cc1cc(C)c(NC(=O)CSc2nc3c(c(=O)n2C)SC(C)C3)c(C)c1 (stereo unspecified),1,-10,/
CCNc1cc(C)nc(Nc2ccc(NS(=O)(=O)c3cc(Cl)c(C)cc3OC)cc2)n1,-5,-13,/
CCn1c(SCC(=O)Nc2nc(C)cs2)nnc1C1CC1,14,-11,/
Nc1ccnc2c(-c3cccc(C(=O)O)c3)cccc12,1,-6,-15
C=CCn1c(SCC(=O)NC(=O)NC)nnc1-c1ccncc1,-3,3,/
CCCOc1ccc(S(=O)(=O)N(C)C)cc1,13,-9,-7
O=C(Nc1ccc(Br)cc1)N(CC(=O)N1c2ccccc2-n2cccc2C1c1ccc(F)cc1)C1CC1 (stereo unspecified),1,-8,-5
COc1c(S(=O)(=O)NCc2ccco2)ccc(Cl)c1Cl,1,2,/
Cc1nc2ncnn2c(N2CCN(C(=O)CCc3ccccc3)CC2)c1Cc1ccccc1,-7,-2,2
COc1cc(NC(=O)C(C2CCCC2)N2CCN(C(=O)c3ccco3)CC2)cc(OC)c1 (stereo unspecified),-1,-7,-6
CNC(=O)CN1CCOc2c(O)cc(-c3ccccc3C)cc2C1,5,-2,/
O=c1c[n+]([O-])c2ccccc2n1OCc1c(F)cccc1F,-5,3,/
CC1=CC(=O)C2=C(C)C[C@@H]3OC(=O)[C@@H](C)[C@H]3C=C12,2,-1,-7
CC(=O)N1CCN(CCNC(=O)c2cc3ccccc3nc2N2CCCC2)CC1,1,-6,/
NC(=O)COc1ccc2c(-c3cc4cc(Cl)ccc4oc3=O)cc(=O)oc2c1,-3,-5,/

# 2 of these compounds in a different format:
canonical_smiles | NPYLR7 agonist | hcGAS inh | mcGAS inh
CC(=O)N1CCN(CCNC(=O)c2cc3ccccc3nc2N2CCCC2)CC1 | 1 | -6 | /
Cc1cccc(-n2nc(C(C)(C)C)c3c2N(CC(=O)NCC2CCCO2)C(=O)CSC3c2ccc(F)cc2F)c1C (stereo unspecified) | 12 | -4 | -2

# Later entries.
SMILES,NPYLR7 agonist,hcGAS inh,mcGAS inh
Cc1ccnc(SC2CC(=O)N(c3ccc4ccccc4c3)C2=O)n1 (stereo unspecified),6,-1,/
O=[N+]([O-])c1cccc2c1NC(c1cccc3ccccc13)C1CC=CC21 (stereo unspecified),0,-1,-2
Cc1ccc(-n2ncc3c(C)nn(CC(=O)N4CCc5ccccc54)c(=O)c32)c(C)c1,-7,9,/
Cc1c(OCC(=O)c2ccccc2)ccc2c1oc(=O)c1ccccc12,-9,-2,-6
Cc1noc(-c2ccc(C(C)(C)C)cc2)c1C(=O)NCCc1ccc(F)cc1,1,-2,-4
Cc1ccc(CN(CCN(C)C)C(=O)c2cc(S(C)(=O)=O)ccc2C)o1,0,-4,/
CC(=O)N1CCc2nc(C)nc(N(C)CC(O)c3ccccc3)c2CC1 (stereo unspecified),14,-5,-9
CC(=O)N1CCCC(OCc2ccc(C(F)(F)F)cc2)C1 (stereo unspecified),-5,-8,-7
Nc1cc(-c2ccc(Cl)c(Cl)c2)nn1-c1ccc(C(=O)NCCc2ccc(F)cc2)cc1,0,-2,-2
CC(CN1CCCC1)C(=O)N1Cc2cnc(-c3ccccc3)nc2C1 (stereo unspecified),-9,-1,-2
CC(Sc1nncn1C1CC1)c1ccccc1Cl (stereo unspecified),7,-7,/
COC(=O)Cn1c(C(=O)OC)ccc1-c1ccco1,2,-8,-4
O=C(CSc1nc(=O)n(CCN2CCOCC2)c2c1CCC2)N1CCc2ccccc21,-2,-2,-7
CCOc1ccccc1N1CCN(C(=O)c2ccc3nc(N)sc3c2)CC1,-3,-7,/
C=CCSc1nnc(COc2ccccc2)o1,-2,-8,-5
CC(=O)Oc1ccc(C(C)=NN2CCN(C3c4ccccc4-c4ccccc43)CC2)cc1,-4,6,-3
COc1ccc(C2C3=C(CCCC3=O)N=C(C)C2C#N)c(OC)c1OC (stereo unspecified),-7,-1,2
COCc1c(C(C)C)nc(C(C)C)c(/C=C/[C@@H](O)C[C@@H](O)CC(=O)O)c1-c1ccc(F)cc1,-8,-9,/
CCc1cc(S(=O)(=O)N2CCN(CCO)CC2)ccc1OC,-7,-3,-8
CC(=O)c1c(C)[nH]c(C(=O)COc2ccc(F)c3c2C(=O)CC3C)c1C (stereo unspecified),6,-13,/
O=C(NCC1CCCCC1)c1cccnc1Nc1cccc(C(F)(F)F)c1,0,-5,-4
O=P(c1ccccc1)(c1ccccc1)C(O)c1ccncc1 (stereo unspecified),-1,-5,/
Cc1nc(C)c(-c2ccc(SCC(=O)Nc3cccc(F)c3)nn2)s1,-16,2,-4
Fc1ccc(-c2nc3ccc(Br)cn3c2NCc2ccccc2)cc1,0,-3,0
Cc1ccc(Cn2nc(-c3ccco3)c3sc(N4CCOCC4)nc3c2=O)cc1,-2,-9,-9
COc1ccc(OC)c(-c2cccc(-c3ccc(NC(=O)c4cnc5c(c(C)nn5C)c4Cl)cc3)n2)c1,4,5,1
Cc1cc(NCc2cc(-c3ccccn3)no2)nc(-c2cccnc2)n1,-13,0,-9
CCCCN(CC(=O)Nc1cc(-c2ccccc2)nn1-c1ccc(F)cc1)C(=O)/C=C/c1ccc([N+](=O)[O-])cc1,-3,-7,-4
CCCCc1ncc(CN2C(=O)NC(C)(C3CCNCC3)C2=O)[nH]1 (stereo unspecified),3,-3,/
CCCCCCCC(=O)N1CCN(c2cc(Cl)nc(SCC(=O)NCCCOC)n2)CC1C (stereo unspecified),-7,-4,-6
COc1ccc(-c2onc3c2CCC3)cc1NC(=O)COc1c(F)c(F)c(F)c(F)c1F,15,2,-1
C#CCN1CCC(C(=O)NC(C)c2nc(C(C)(C)C)cs2)CC1 (stereo unspecified),-11,-9,/
CCOc1ccccc1C(=O)NC(C(=O)Nc1cccc(Cl)c1C)C(C)C (stereo unspecified),1,0,-18
CCOc1ccc2ccccc2c1C(=O)NCCn1c(C)cc2ccccc21,0,-8,/
O=C(CSc1ncnc2c1nnn2Cc1ccccc1)OCc1ccccc1,14,-5,2
CN1CCN(c2ccc(C(=O)NC3CCc4cc(F)ccc43)cc2F)CC1 (stereo unspecified),2,-11,-17
CC(c1nc(Cc2ccccc2)no1)S(=O)c1nccs1 (stereo unspecified),1,-8,/
O=C(CCCn1nnnc1CN1CCc2ccccc2C1)NCCn1cccn1,-6,-4,/
COc1c(F)ccc(C(=O)N2CCn3c(C(N)=O)cnc3C2)c1F,-2,0,-2
COc1cccc(C=C2CS(=O)(=O)c3ccc(Cl)cc3C2=O)c1,4,-7,/
CCCOc1nn(CCC)cc1C(=O)Nc1nnc(SCC)s1,7,-8,-7
COc1ccc(-c2noc(-c3ccc(OC)c(OC)c3)n2)cc1OC,6,-3,0
Nc1cc(Cl)ccn1,-5,1,/
COc1ccc(Cn2nc(C(=O)NC3CCCC3)c3c2CCN(C(=O)c2cscn2)C3)cc1,-3,-3,-2
C=CC(C)(O)CN(CCOC)Cc1c(CC)nn(-c2ccccc2)c1Oc1cccc(F)c1 (stereo unspecified),-3,1,/

# 2 successive compounds already listed, quoted:
SMILES,NPYLR7 agonist,hcGAS inh,mcGAS inh
COc1ccc2cc(-c3[nH]ncc3CNC3CCCCC3)ccc2c1,3&-4,-6&-5,-2
CCCc1nnc2c(C(=O)N[C@H](C)C(C)(C)C)cccn12,-7,-4,-5

# Returning to the listing, starting four compounds before the break.
SMILES,NPYLR7 agonist,hcGAS inh,mcGAS inh
COc1ccc(-c2noc(-c3ccc(OC)c(OC)c3)n2)cc1OC,6,-3,0
Nc1cc(Cl)ccn1,-5,1,/
COc1ccc(Cn2nc(C(=O)NC3CCCC3)c3c2CCN(C(=O)c2cscn2)C3)cc1,-3,-3,-2
C=CC(C)(O)CN(CCOC)Cc1c(CC)nn(-c2ccccc2)c1Oc1cccc(F)c1 (stereo unspecified),-3,1,/
CN(C(=O)CSC1=Nc2ccccc2C1)C1CC1,24,-6,-15
Cc1ccccc1CSc1ncccc1C(=O)N1CCC(Cc2ccccc2)CC1,4,-9,-7
COc1ccccc1-c1c(C)[nH]n2c(=O)c(Cc3ccccc3)c(C)nc12,-5,-3,/
CCn1cnc(NC(=O)NCc2ccc(Cl)cc2Cl)n1,6,-4,/
Cc1ccc(NCCC(=O)N2CCCC2c2ccccc2)cc1 (stereo unspecified),-1,-17,-7
COCCN1CCN(C(=O)c2ccc(-c3n[nH]c4c3CCc3cc(OC)ccc3-4)cc2)CC1,4,-10,-5
Cc1c(C(=O)c2nn3c(nc(=O)c4ccccc43)s2)c(=O)n(-c2ccccc2)n1C,6,2,/
CC1C(=O)N(c2ccc(Cl)cc2Cl)CCN1C(=O)C1CC1 (stereo unspecified),2,-4,-5
CSc1ccc(NC(=O)N(CCc2ccccc2)CC(=O)Nc2cc(C(C)(C)C)nn2-c2ccccc2Cl)cc1,22,-1,-4
O=S1(=O)CC2N=C(Nc3cc(F)ccc3F)SC2C1 (stereo unspecified),0,-2,/
CC1CN(c2cc(Oc3ccc(F)c(F)c3)ncn2)CCN1C(=O)c1ccc([N+](=O)[O-])cc1 (stereo unspecified),/,0,-6
CC(C)N1CCN(C(=O)[C@@]23CCCC[C@H]2N(C)C(=O)CC3)CC1,/,-7,-6
CS(=O)(=O)c1cccc(NC(=O)C=Cc2ccc3c(c2)OCCO3)c1,-2,3,-1
FC(F)(F)c1cccc(-c2ccnc3n[nH]c(-c4ccccc4)c23)c1,4,-5,-4
Cn1c(C(=O)NCCCN2CCCC2C(N)=O)cc(Cl)c1Cl (stereo unspecified),6,-4,/
Cn1cnc2cc(C(=O)NCc3cccnc3Oc3ccccc3F)cnc21,3,-4,-18
Nc1nc2c(c(NCC3(N4CCOCC4)CCCC3)n1)CCNCC2,/,-3,-4
CCN1C(=S)NC(c2ccc(NC(=O)c3ccc(-c4ccccc4)cc3)cc2)C(C(=O)OCC(C)C)=C1C (stereo unspecified),17,-6,-9
COC(=O)c1ccccc1COc1cccn2c(N(C)C(=O)CCC3CCCC3)c(C)nc12,-4,-2,0
CCOC(=O)C1=C(COC(=O)CCN2C(=O)C3CCCCC3C2=O)NC(=O)NC1C (stereo unspecified),-5,-3,/
COCCN(Cc1ccc(OC)cc1)c1c(C)nc2ccc(C(=O)NCCc3ccccn3)cn12,-5,-5,-5
COc1cc(OC)cc(C2SCCN2C(=O)c2ccccc2Cl)c1 (stereo unspecified),-9,-6,-4
COC(=O)[C@@H](NC1CCN(c2ccc(NC(=O)Cc3cccc(F)c3)cc2)CC1)C(C)C,6,-7,-25
COC(=O)C(C(=O)NCC1CCCO1)C1CCCC1 (stereo unspecified),4,2,-4
COc1ccc2c(c1)C1(SCCN1C(C)=O)C(=O)N2Cc1ccc(C(F)(F)F)cc1 (stereo unspecified),8,-3,-2
Cc1ccc(NC2SC(=O)N(CCN3C(=O)c4ccccc4C3=O)C2=O)c(C)c1 (stereo unspecified),5,-6,-5
C[n+]1ccc(C=CC(=O)c2ccc3c4c(cccc24)CC3)cc1,1,17,20
O=C(Cc1ccc(OC(F)F)cc1)NCc1nc2ccccc2s1,2,-5,/
CC(C)c1cc(C(=O)N2CCCC(C(=O)Nc3ccccc3Oc3cccnc3)C2)no1 (stereo unspecified),9,-4,/
C1CCC(N=C(NC23CC4CC(CC(C4)C2)C3)N2CCOCC2)CC1,6,-8,-5
Cc1ccc(OCC2CN(C(=O)CCc3c[nH]c4ccccc34)CCO2)cc1 (stereo unspecified),26,-5,-8

# In a second layout: entries from further up.
> CCN1C(=S)NC(c2ccc(NC(=O)c3ccc(-c4ccccc4)cc3)cc2)C(C(=O)OCC(C)C)=C1C (stereo unspecified)
- NPYLR7 agonist = 17
- hcGAS inh = -6
- mcGAS inh = -9

> COC(=O)[C@@H](NC1CCN(c2ccc(NC(=O)Cc3cccc(F)c3)cc2)CC1)C(C)C
- NPYLR7 agonist = 6
- hcGAS inh = -7
- mcGAS inh = -25

> Cn1cnc2cc(C(=O)NCc3cccnc3Oc3ccccc3F)cnc21
- NPYLR7 agonist = 3
- hcGAS inh = -4
- mcGAS inh = -18

> Cc1ccc(OCC2CN(C(=O)CCc3c[nH]c4ccccc34)CCO2)cc1 (stereo unspecified)
- NPYLR7 agonist = 26
- hcGAS inh = -5
- mcGAS inh = -8

# Screening data from PubChem BioAssay.
